# TRb-SRC2 inh: TRbeta-SRC2 interaction inhibition. P10828. TRbeta-SRC2 peptide binding, fluorescence polarization; receptor liganded with 1 µM T3. Potency, µM (highest dose often 106 µM), inactives show at the top dose activity change, negative = inhibition, actives largely listed as inhibitors. 280,000 compounds, 0.065% hits. AID 1469;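 note: plate controls were bound peptide for no effect and peptide without receptor for full effect; nearly all actives have a fitted effect of over 50% in size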
# Target sequence (P10828 whole entry, looked up): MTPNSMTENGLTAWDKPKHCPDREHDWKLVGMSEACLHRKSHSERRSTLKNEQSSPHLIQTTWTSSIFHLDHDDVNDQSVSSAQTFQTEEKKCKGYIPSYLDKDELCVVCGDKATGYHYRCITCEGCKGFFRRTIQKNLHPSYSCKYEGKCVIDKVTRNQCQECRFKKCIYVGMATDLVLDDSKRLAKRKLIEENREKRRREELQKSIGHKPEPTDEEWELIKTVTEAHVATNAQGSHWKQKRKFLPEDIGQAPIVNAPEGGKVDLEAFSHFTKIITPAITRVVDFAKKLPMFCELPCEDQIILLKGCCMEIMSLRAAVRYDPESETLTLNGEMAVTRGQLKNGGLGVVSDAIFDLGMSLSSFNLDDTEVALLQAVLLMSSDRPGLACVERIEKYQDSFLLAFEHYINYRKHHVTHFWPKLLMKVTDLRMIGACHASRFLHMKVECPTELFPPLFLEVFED
#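 Each compound concentration gave % activity, normalized to unbound and bound Texas Red SRC2 controls, from polarization read after 5 hr ambient incubation with T3-loaded human TRb LBD.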
# GAA glycogen mod: inhibitors or activators of human alpha-glucosidase glycogen cleavage; recombinant GAA, glycogen substrate, Amplex Red glucose oxidase fluorescence; Potency, µM (doses to about 76.4 µM), inactives show at the top dose activity change, negative = inhibition, most hits filed as inhibitors; 300,000 compounds, 0.38% hits;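 note: 0% = full enzyme reaction and -100% = no-enzyme basal signal; the screen sought inhibitors and activators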
#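 Recombinant human alpha-glucosidase (4 nM final) hydrolysed bovine liver glycogen (30 ug) for 40 min at 37 C in pH 5.0 citrate/phosphate with 0.01% Tween-20. Released glucose detected by glucose oxidase/Amplex Red, Ex 573/Em 610 nm. Compounds up to 77 uM; AC50 from Hill fits.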
# GAA inhib: alpha-glucosidase (human) inhibition | Potency, µM (top dose mostly 76.9 µM), without a hit: at the highest dose activity change, negative = inhibition, most hits filed as inhibitors | 200,000 compounds, 0.005% hits | purified human GAA, 4-MU-alpha-glucoside fluorescence;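 note: plate controls were uninhibited enzyme wells for no effect and no-enzyme background for full effect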
#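 Read-out is 4-methylumbelliferone fluorescence (Ex 365/Em 440 nm) after NaOH/glycine stop at pH 10. Enzyme 4 nM, substrate 400 uM, pH 5.0 citrate buffer, 20 min room temperature; AC50 from Hill-equation concentration-response.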
# RGS12 GoLoco inh: blocks human Gai1 binding to RGS12 GoLoco peptide, red readout; Gai1:RGS12 GoLoco peptide FP, rhodamine, 10 min; Potency, µM (series often up to 61.6 µM), for the others: top-dose activity, negative = inhibition, actives largely listed as inhibitors; 230,000 compounds, 0.44% hits; AID 880; active = well fitted inhibition curve with a large enough effect, not every such curve was filed as active; inactive = no such curve, though single readings can be large or run the other way; note: nearly all actives have a fitted effect of over 30% in size; many of its hits are not listed in these tables
# Target sequence (P63096 whole entry, looked up): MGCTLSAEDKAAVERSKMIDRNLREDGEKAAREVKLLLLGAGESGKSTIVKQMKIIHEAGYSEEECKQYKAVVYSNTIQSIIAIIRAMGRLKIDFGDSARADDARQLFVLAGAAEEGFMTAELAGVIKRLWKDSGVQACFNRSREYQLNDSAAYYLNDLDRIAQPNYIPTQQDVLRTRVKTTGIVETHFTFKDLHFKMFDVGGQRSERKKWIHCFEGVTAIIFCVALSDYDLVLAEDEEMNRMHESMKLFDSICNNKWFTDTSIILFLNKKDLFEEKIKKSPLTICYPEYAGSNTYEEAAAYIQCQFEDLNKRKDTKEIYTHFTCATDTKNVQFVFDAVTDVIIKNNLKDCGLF
# L3MBTL1 inh: L3MBTL1 (human) inhibition. Q9Y468. AlphaScreen L3MBTL1–H3K9me1 peptide binding. Potency, µM (series often up to 57.1 µM), inactives show at the highest dose activity, negative = inhibition, most hits filed as inhibitors. 230,000 compounds, 0.66% hits. AID 485360; note: nearly all actives have a fitted effect of over 60% in size
#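 First, the protein-peptide complex forms for 30 min at room temperature (L3MBTL1 50 nM, biotinylated H3K9me1 peptide 75 nM). Next, compounds are pin-transferred and incubated 30 min. Finally, AlphaScreen beads are added and read after 30 min.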
# RECQ1 inh: blocks DNA unwinding by human RECQ1; P46063; RECQ1 DNA unwinding, red fluorescence kinetic read; Potency, µM (titrated, usually from 57.3 µM), without a hit: top-dose activity, negative = inhibition, actives largely listed as inhibitors; 240,000 compounds, 0.54% hits; AID 2549;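 note: plate controls were vehicle for no effect and no enzyme for full effect; nearly all actives have a fitted effect of over 30% in size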
#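 RECQ1T1 50 nM; forked duplex (20 bp + 30-nt ss tails) 200 nM, ATP 2 mM final; pH 8.0, 2 mM MgCl2, 2.5 ug/ml poly(dI-dC); 15 min compound preincubation; discontinuous kinetic read over 2 h at RT.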
# TexasRed fluor: counter-screen for TRb-SRC2 inhibitors: fluorescence interference; TRb/SRC2 Texas Red total fluorescence interference; Potency, µM (doses to about 106 µM), for inactives: top-dose fluorescence change, negative = quenching; 280,000 compounds, 0.29% hits; active = well fitted curve in either direction with a large enough effect; inconclusive = small, poorly fitted or top-dose-only effect
#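 Human TRβ ligand-binding domain (0.6 uM) and Texas Red SRC2 peptide (20 nM) in Tris buffer with 1 uM T3 and 5% DMSO were incubated with pinned compound for 5 hr at ambient temperature. Total fluorescence was computed as S + 2P (555/632 nm).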
# GAA spleen mod: inhibitors or activators of human alpha-glucosidase in spleen homogenate | 240,000 compounds, 0.006% hits | P10253 | Potency, µM (highest dose often 79.9 µM), for the others: top-dose activity change, negative = inhibition, hits mostly inhibitors | human spleen homogenate, 4-MU-alpha-glucoside fluorescence | AID 2112;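 note: 0% = enzyme with vehicle and -100% = no enzyme basal signal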
#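 AC50 values come from Hill-equation fits of concentration-response data, normalized to no-enzyme and full-activity controls. Enzyme source: 1 ug human spleen homogenate; 1 mM fluorogenic 4-MU glucoside, pH 5.0 citrate buffer, 37 C, 40 min.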
# An asterisk follows results filed as active; i = inactive; ? = inconclusive; . = no result given; [ ] = dose if it differs, or a comment. Unless noted, calls come from the whole dose curve; as a rule, active = well fitted curve in the direction sought with a large enough effect; inconclusive = small, poorly fitted or top-dose-only effect, or another doubt; inactive = no such curve, though single readings can be large; an effect the other way counts as inactive or inconclusive. Unless noted, % is set by controls: 0 for no effect and ±100 for the full control effect; potency is the fitted concentration of half-maximal effect. Not all compounds are listed, so the mix of outcomes need not match the whole.
SMILES,TRb-SRC2 inh,GAA glycogen mod,GAA inhib,RGS12 GoLoco inh,L3MBTL1 inh,RECQ1 inh,TexasRed fluor,GAA spleen mod
CC1=C(CC(=O)c2ccccc2)C(=O)c2ccccc2C1=O,0.4%,-7.0%,2.9%,-1.5%,?,-3.0%,-1.3%,-13.9%
CCCC[n+]1ccn(C2=C([O-])c3ccccc3C(=O)/C2=N\S(=O)(=O)c2ccc(Br)cc2)c1,4.5%,-3.1%,-7.3%,47.6%[activator],-7.1%,-12.0%,-2.7%,2.2%
NC(=S)n1[nH]c(-c2ccccc2)c(N=Nc2ccccc2C(=O)N2CCOCC2)c1=O,-6.3%,5.6%,4.2%,11.0%,29.8%,i,-1.2%,-3.3%
CCOc1ccccc1C(C(=O)NC1CCCC1)N(Cc1ccco1)C(=O)CNC(=O)c1ccco1 (stereo unspecified),-5.2%,0.8%,-3.2%,-3.0%,2.0%,2.1%,0.8%,-4.3%
COC(=O)NCC(c1cccnc1)N1CCOCC1 (stereo unspecified),-0.1%,2.8%,-14.4%,-1.1%,-1.6%,2.3%,-4.4%,-1.5%
CCc1ccc(/C=N/NC(=O)c2cc(C3CC3)nc3ccc(Br)cc23)s1,-4.7%,-0.3%,4.1%,5.1%,.,-20.0%,-2.2%,-8.1%
O=C(COC(=O)c1ccccc1-c1nc2ccccc2s1)Nc1ccccc1C(F)(F)F,1.7%,10.0%,-5.0%,.,9.9%,-12.3%,-3.0%,-14.6%
NC(=O)c1sc2nc(N3CCOCC3)c3c(c2c1N)CCCC3,3.8%,-5.5%,?,5.2%,.,i,1.1%,-2.1%
O=c1[nH]c2cccnc2n1Cc1ccco1,-14.6%,6.3%,-5.4%,3.4%,1.8%,-13.4%,-0.5%,-2.0%
COc1ccc(C2N(c3ccccc3)CCN2c2ccccc2)cc1O,4.5%,1.3%,-13.3%,2.6%,?,-5.6%,-0.1%,-4.4%
COc1ccc(C2C(C#N)=C(N)N(c3ccccc3)C3=C2C(=O)CCC3)cc1Cn1cc([N+](=O)[O-])cn1 (stereo unspecified),2.3%,-27.5%,-5.8%,58.2%[activator],1.7%,-18.4%,7.8%,-8.7%
C=CCN1C(=O)CSc2ccc(C(=O)NCc3ccco3)cc21,-5.0%,-3.8%,-6.9%,-1.9%,-1.0%,1.9%,2.1%,-2.8%
O=c1oc2ccccc2nc1/C=C(\O)c1ccc(Br)cc1,-5.4%,?,.,-17.7%,.,-8.0%,0.4%,-5.5%
O=C1N(c2ccccc2)C[C@@H]2C[C@@H](c3cc4ccccc4o3)N3CCC[C@@]123,1.1%,-7.9%,13.0%,10.9%,-1.8%,-14.0%,-4.4%,-4.4%
Clc1ccc([C@H](Cn2ccnc2)OCc2c(Cl)cccc2Cl)c(Cl)c1,6.2%[53 µM],.,.,-5.2%[21.6 µM],.,i,-0.6%[53 µM],4.7%[29.1 µM]
CCOCCCNC(=O)C(NC(=O)c1ccc(=O)[nH]c1)c1ccc(C)cc1 (stereo unspecified),-3.7%,-14.6%,5.2%,-2.5%,.,-11.3%,-2.5%,-15.7%
O=C(N/N=C\c1ccc(Cl)cc1)C1=NOC2COC3(CCN(c4ccc([N+](=O)[O-])cc4)CC3)OCC12 (stereo unspecified),-2.2%,-4.1%,.,19.3%,.,12.7%,-1.5%,-0.4%
N#CC(C(=O)NC1CC1)c1nc2ccccc2nc1N1CCCC1 (stereo unspecified),6.7%,-20.7%,?,-16.1%,-2.2%,-4.3%,-1.6%,6.5%
O=C(NNS(=O)(=O)c1ccc(F)cc1)C1CCN(S(=O)(=O)c2ccccc2)CC1,0.4%,-9.2%,-10.1%,2.3%,.,i,-2.3%,-0.5%
O=C1CCN(S(=O)(=O)c2ccccc2)CCN1CCOCc1ccccc1,10.1%,-7.5%,.,2.1%,.,-15.8%,-1.2%,0.3%
CCN1CCN(CC(O)COC(C)C)CC1 (stereo unspecified),-15.0%,-0.2%,-11.2%,-2.2%,-2.1%,-5.9%,-0.9%,-4.0%
CCn1c(SCC(=O)N2c3ccccc3Sc3ccccc32)nc2c1c(=O)n(C)c(=O)n2C,-17.0%,-4.7%,4.9%,-9.9%,.,i,4.4%,3.8%
Cc1cccc(Nc2ncnc3nc[nH]c23)c1C,3.7%,-1.0%,3.7%,-4.6%,-5.5%,-1.3%,1.9%,0.5%
O=C(N1CCOCC1)N(CCN1CCOCC1)Cc1cccc(Cl)c1,-1.7%,2.5%,2.5%,7.0%,.,i,1.6%,3.3%
CCCN1C(=O)/C(=C/c2c(NCCCOCC)nc3c(C)cccn3c2=O)SC1=S,-5.6%,14.2%,-9.7%,269.1%[activator],43.9%[activator],-3.1%,-5.5%,4.5%
O=C(Cc1cccs1)Nc1cccc(-c2nc3cc4ccccc4cc3[nH]2)c1,7.5%,5.8%,12.1%,2.9%,16.3%,-16.7%,-1.6%,7.5%
Cc1ccc(C(=O)N/C(=C/c2ccc(-c3cccc([N+](=O)[O-])c3)o2)C(=O)NC(C)C)cc1,3.4%,3.5%,-3.2%,8.5%,-0.7%,-13.6%,-5.6%,-7.9%
CCOC(=O)C1CCN(C(=O)CS(=O)Cc2nc(-c3ccc(C)cc3)oc2C)CC1 (stereo unspecified),-1.8%,-9.0%,3.1%[15.4 µM],-0.8%,7.1%,-10.6%,-4.0%,-0.1%
CCNC(=S)NNC(=O)c1ccoc1C,1.4%,-7.7%,-6.4%,-3.2%,-8.8%,i,-5.1%,0.1%
CC(C)(C)c1nc2ccccc2c(=O)n1N1C(=O)c2ccccc2C1=O,3.9%,-8.2%,?,1.1%,-3.1%,0.8%,-2.0%,-9.5%
O=C(NCCO)c1cccc(S(=O)(=O)N2CCCCC2)c1,-18.9%,-1.7%,-2.1%,4.2%,4.1%,-2.9%,-2.0%,-1.1%
Cc1c(Br)c([N+](=O)[O-])nn1CC(=O)NCc1cccnc1,-4.9%,9.2%,1.1%,8.5%,.,-15.8%,0.5%,-8.1%
Cc1cc(CNC(=O)Cn2cc([N+](=O)[O-])cn2)c2ccccc2n1,1.5%,1.9%,-0.2%,3.2%,40.4%[activator],0.1%,0.1%,.
O=C(NCc1ccco1)c1ccc(S(=O)(=O)N2CCCCC2)cc1,-3.9%,-1.8%,8.6%,5.5%,2.0%,-6.4%,-5.6%,6.3%
CC1(C)Oc2ccc(C(=O)N3CCOCC3)cc2N(CC(=O)N2CCOCC2)C1=O,-14.9%,3.5%,-5.7%,6.9%,4.6%,-8.3%,-0.2%,8.4%
CC1(C(=O)NC2CCCCC2)CCC(=O)N1Cc1cccs1 (stereo unspecified),3.5%,3.0%,-2.2%,3.9%,-0.7%,i,1.7%,4.5%
O=C(c1ccc(Cl)cc1)c1c[nH]c(C(=O)NNc2ccccc2)c1,1.9%,?,3.9%,5.4%,0.2%,i,0.1%,-2.3%
CCNS(=O)(=O)c1ccc(NC(=O)c2ccccc2SCCOC)cc1,2.6%,8.1%,.,-26.7%,3.9%,-7.8%,5.6%,2.2%
CCOC(=O)c1ccc(NC(=O)c2cccc(S(=O)(=O)N3c4ccccc4CC3C)c2)s1 (stereo unspecified),4.0%,5.9%,-6.7%,30.2%[activator],0.9%,-14.9%,-1.3%,-4.5%
O=C(CSc1nnc(-c2cccs2)o1)N1CCCc2ccccc21,-3.1%,-0.8%,2.0%,-12.7%,7.8%,-10.3%,0.8%,1.3%
O=c1cc(-c2ccccc2)c2ccc(O)c(CN3CCCCC3)c2o1,-1.4%,-2.6%,2.8%,1.2%,.,7.5%,-3.9%,-5.4%
Cc1c(Cl)cnc(NC(=O)COC(=O)c2nn(C)c(=O)c3ccccc23)c1Cl,-19.4%,-7.1%,-5.7%,12.5%,-4.2%,-0.3%,-2.0%,4.6%
COCCN(C(=S)Nc1ccccc1C)C(C)c1cccs1 (stereo unspecified),-7.0%,16.8%,-0.5%,12.8%,-1.1%,-2.4%,5.4%,-4.4%
S=C1Nc2cc(Cl)ccc2Sc2ccccc21,-9.4%,-3.2%,5.9%,0.9%,2.8%,-0.2%,-0.9%,-11.6%
O=C(COC(=O)CNC(=O)c1ccc2c(c1)OCO2)Nc1ncc(Cl)cc1Cl,-11.4%,23.7%,-1.2%,13.9%,5.1%,i,-6.1%,1.3%
Cc1ccc(CNC(=O)CCS(=O)(=O)c2ccc(C)cc2)cc1,2.5%,8.9%,-2.1%,9.3%,0.2%,-1.6%,-4.1%,-8.8%
O=C(CSc1ccc(-c2ccccc2)nn1)N1CCOCC1,-6.9%,7.9%,0.1%,8.6%,.,7.0%,-6.1%,-9.1%
O=C(CSc1nc2ccccc2o1)Nc1ccc(N2CCOCC2)cc1,-19.4%[53 µM],6.0%,10.9%,8.8%,-1.3%,i,-0.4%[53 µM],-4.3%

# Some of the entries so far, tab-delimited:
canonical_smiles	TRb-SRC2 inh	GAA glycogen mod	GAA inhib	RGS12 GoLoco inh	L3MBTL1 inh	RECQ1 inh	TexasRed fluor	GAA spleen mod
Cc1c(Cl)cnc(NC(=O)COC(=O)c2nn(C)c(=O)c3ccccc23)c1Cl	-19.4%	-7.1%	-5.7%	12.5%	-4.2%	-0.3%	-2.0%	4.6%
COCCN(C(=S)Nc1ccccc1C)C(C)c1cccs1 (stereo unspecified)	-7.0%	16.8%	-0.5%	12.8%	-1.1%	-2.4%	5.4%	-4.4%
S=C1Nc2cc(Cl)ccc2Sc2ccccc21	-9.4%	-3.2%	5.9%	0.9%	2.8%	-0.2%	-0.9%	-11.6%
O=C(COC(=O)CNC(=O)c1ccc2c(c1)OCO2)Nc1ncc(Cl)cc1Cl	-11.4%	23.7%	-1.2%	13.9%	5.1%	i	-6.1%	1.3%
Cc1ccc(CNC(=O)CCS(=O)(=O)c2ccc(C)cc2)cc1	2.5%	8.9%	-2.1%	9.3%	0.2%	-1.6%	-4.1%	-8.8%

# Source: PubChem (National Center for Advancing Translational Sciences (NCATS))
